# TGFb inhibitor: inhibitors of TGF-b signaling | HepG2 CAGA-GFP TGF-b/SMAD3 reporter, GFP fluorescence, 18 h; TGF-beta stimulated, 500 pg/mL final | Potency, µM (series often up to 46.1 µM), for inactives: at the top dose activity, negative = inhibition, actives largely listed as inhibitors | 1.2% of 410,000 active | AID 588855; note: potency is the fitted concentration of half-maximal effect; % is set by controls: 0 for no effect and ±100 for the full control effect; nearly all actives have a fitted effect of over 65% in size
#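 First, reporter cells (HEPG2 CAGA-GFP) rested 2 h at 37 degrees C. Next, compounds were pinned in and TGF-beta added to 500 pg/mL final. After 18 h, GFP was imaged per cell and summed per well.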
# Akt phos inh: Akt phosphorylation inhibition. Neuro2A IGF-stimulated pAkt S473 HTRF, 20 min; stronger effect = lower value. activity change, % for hits at 50 µM. 0.32% of 360,000 active. AID 651550; in the data active = activity change below about -80%; inconclusive = mostly about -51% to -80%; note: % is set by controls: 0 for no effect and ±100 for the full control effect
#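 Neuro2A cells (4,500/well, DMEM with 0.5% FBS) were treated with compound at a single 50 µM final concentration, stimulated with 6 nM IGF for 20 min at 37 °C, and lysed. Phospho-Akt Ser473 was read by HTRF as 665/615 ratio ×10^4.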
# Nrf2 block: Nrf2 pathway inhibition | Potency, µM (top dose mostly 46 µM), without a hit: top-dose activity change, negative = inhibition, usual class: inhibitors | 2.1% of 360,000 active | A549 ARE-Fluc reporter, luciferase luminescence, 18-24 h; note: potency is the fitted concentration of half-maximal effect; % is set by controls: 0 for no effect and ±100 for the full control effect; nearly all actives have a fitted effect of over 60% in size
#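 Nrf2 function is reported as luminescence of an ARE-controlled luciferase in A549 cells. Compounds were tested at several concentrations, and a CellTiter-Fluor read on the same wells flagged cytotoxicity.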
# A549 tox: counter-screen for Nrf2 inhibitors: cytotoxicity in A549 cells; A549 ARE-Fluc cells, CellTiter-Fluor viability, 18-24 h; Potency, µM (titrated, usually from 46 µM), for the others: top-dose activity change, negative = cytotoxicity, hits mostly inhibitors; 0.16% of 390,000 active; note: potency is the fitted concentration of half-maximal effect; % is set by controls: 0 for no effect and ±100 for the full control effect
#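 Cytotoxicity counterscreen: CellTiter-Fluor fluorescence was measured in A549 ARE_Fluc cells after 18-24 h of compound exposure in a concentration series. The subsequent BugLite luminescent read reports ARE-luciferase activity.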
# EPAC2 ag: activates human EPAC2 exchange factor. EPAC2 activation, biochemical qHTS; response scale: 100% = 6.5 mM cAMP response. Potency, µM (titrated, usually from 154 µM), for inactives: at the top dose activation, actives largely listed as activators. 0.079% of 360,000 active; note: potency is the fitted concentration of half-maximal effect; nearly all actives have a fitted effect of over 50% in size
# Target sequence (Q8WZA2 whole entry, looked up): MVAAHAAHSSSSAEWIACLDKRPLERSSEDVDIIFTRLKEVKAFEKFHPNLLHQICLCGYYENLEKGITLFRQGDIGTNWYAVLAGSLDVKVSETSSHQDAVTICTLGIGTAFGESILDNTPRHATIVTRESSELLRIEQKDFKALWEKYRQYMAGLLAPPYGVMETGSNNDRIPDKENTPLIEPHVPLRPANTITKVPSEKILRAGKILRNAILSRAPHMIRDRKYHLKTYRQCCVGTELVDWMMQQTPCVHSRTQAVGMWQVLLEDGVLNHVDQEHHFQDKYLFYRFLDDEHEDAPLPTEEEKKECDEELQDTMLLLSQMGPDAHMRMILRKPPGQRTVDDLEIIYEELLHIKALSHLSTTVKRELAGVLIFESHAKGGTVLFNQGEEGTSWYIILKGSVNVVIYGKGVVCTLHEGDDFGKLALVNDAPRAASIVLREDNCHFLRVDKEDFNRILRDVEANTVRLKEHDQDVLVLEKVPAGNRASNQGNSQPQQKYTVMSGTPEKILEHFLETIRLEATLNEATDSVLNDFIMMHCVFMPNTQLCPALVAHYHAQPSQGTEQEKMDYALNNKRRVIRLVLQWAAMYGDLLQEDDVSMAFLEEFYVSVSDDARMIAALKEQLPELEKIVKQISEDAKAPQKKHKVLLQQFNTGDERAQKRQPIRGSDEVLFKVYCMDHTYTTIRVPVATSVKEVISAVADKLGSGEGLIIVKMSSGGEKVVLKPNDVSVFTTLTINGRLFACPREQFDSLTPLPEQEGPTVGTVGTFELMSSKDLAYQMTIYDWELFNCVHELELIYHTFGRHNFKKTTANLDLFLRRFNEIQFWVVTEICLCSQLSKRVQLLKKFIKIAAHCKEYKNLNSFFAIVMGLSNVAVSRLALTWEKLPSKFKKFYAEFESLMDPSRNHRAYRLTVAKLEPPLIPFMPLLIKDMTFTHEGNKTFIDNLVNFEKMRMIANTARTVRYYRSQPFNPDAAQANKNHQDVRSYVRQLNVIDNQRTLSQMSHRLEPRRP
#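 Exchange assay: 100 nM EPAC2 with 250 nM Rap1B-BODIPY-GDP and 50 uM GDP. Fluorescence (ex 480/em 540 nm) read every 5 min for 30 min at room temperature. Data normalized to 6.5 mM cAMP as agonist control.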
# CCT chaperon mod: cytosolic chaperonin activity modulation | purified chaperonin ATPase assay, HTRF ADP detection, 30 min | 0.3% of 360,000 active | activity change, % (test concentration not listed), hits read low | AID 651819; in the data active = activity change below about -30%; note: % is set by controls: 0 for no effect and ±100 for the full control effect
#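 Enzyme 40 or 20 nM (batch-dependent) in Tris pH 7.4/KCl/MgCl2/DTT; cpd 76 uM single point; ATP 10 uM; 30 min 37 °C; Transcreener ADP HTRF detection, 30 min RT; ratio 665/615.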
# Nrf2 ARE act: activates Nrf2 signaling | 0.31% of 410,000 active | AREc32 ARE-luciferase reporter (MCF7-derived line), luminescence, 24 h | Potency, µM (doses to about 46.1 µM), for inactives: at the highest dose activation, usual class: activators; note: potency is the fitted concentration of half-maximal effect; % of control where 0% means no effect; nearly all actives have a fitted effect of over 65% in size
#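 Luminescent ARE reporter assay in AREc32_Fluc cells: overnight plating at 37 deg C, 24 hr compound incubation, Steady-Glo added, 30 min RT before reading.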
# EPAC2 antag: blocks human EPAC2 exchange factor; 0.18% of 360,000 active; Q8WZA2; AID 720708; Potency, µM (titrated, usually from 114 µM), for inactives: top-dose activity, negative = inhibition, most hits filed as inhibitors; EPAC2 GEF exchange of Rap1B-BODIPY-GDP, fluorescence; note: potency is the fitted concentration of half-maximal effect; % is set by controls: 0 for no effect and ±100 for the full control effect; nearly all actives have a fitted effect of over 45% in size; many of its hits are not listed in these tables
# Mm-Cpn inhibitor: blocks the Methanococcus maripaludis chaperonin Mm-Cpn; purified Mm-Cpn ATPase, ADP Transcreener TR-FRET; Potency, µM (titrated, usually from 76.9 µM), inactives show at the highest dose activity, negative = inhibition, usual class: inhibitors; 0.031% of 330,000 active; AID 504842; note: potency is the fitted concentration of half-maximal effect; % is set by controls: 0 for no effect and ±100 for the full control effect; nearly all actives have a fitted effect of over 80% in size
#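 ATPase turnover read by TR-FRET ADP competition (Eu cryptate antibody/ADP-d2, 665/590 nm): 10uM ATP final, 25nM Mm-CPN final, 30 min 37degC after 10-min compound preincubation, pH 7.4 Tris/KCl/MgCl2/DTT buffer.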
# The depositor's hits bear a star; i = inactive; ? = inconclusive; · = not tested or not shown. Unless noted, calls come from the whole dose curve; as a rule, active = well fitted curve in the direction sought with a large enough effect; inconclusive = small, poorly fitted or top-dose-only effect, or another doubt; inactive = no such curve, though single readings can be large; an effect the other way counts as inactive or inconclusive. Only part of the results is shown (hit frequency here may not be typical).
entry	SMILES	TGFb inhibitor	Akt phos inh	Nrf2 block	A549 tox	EPAC2 ag	CCT chaperon mod	Nrf2 ARE act	EPAC2 antag	Mm-Cpn inhibitor
1	C[C@H](NC(=O)c1ccccc1Cl)C(=O)OC(C(=O)Nc1cc(C(F)(F)F)ccc1Cl)c1ccccc1 (some centres undefined)	-20%	i	?	-11%	4%	0.1	0.7%	-16%	-1%
2	O=C(CCC(=O)c1cccs1)NNC(=O)c1ccc(Cl)cc1	-5%	i	-2%	8%	1%	-2.0	-1.0%	5%	-3%
3	CCCn1c(SCC(=O)NCCc2ccccc2)nnc1-c1ccccn1	10%	i	14%	-4%	-6%	0.1	-0.1%	3%	0%
4	c1ccc2[nH]c(-c3ccc4c(c3)OCO4)nc2c1	3%	i	?	5%	-2%	0.1	0.4%	-20%	·
5	COc1ccc(CNC(=O)c2ccc(-c3nc(CSc4ccccc4)c(C)o3)cc2)cc1OC	1%	·	20%	-1%	·	·	-0.9%	·	·
6	CCC1(c2ccccc2)NC(=O)N(CC(=O)N(C)Cc2c(F)cccc2Cl)C1=O (centres undefined)	-3%	i	-22%	-4%	8%	1.1	-0.7%	5%	0%
7	Cc1cnc(NC(=O)c2cc3c(C)nn(-c4ccccc4)c3s2)s1	-8%	i	·	17%	-5%	-1.7	3.3%	-2%	-1%
8	O=C(NC(=S)Nc1cc(Cl)ccc1Cl)c1ccco1	5%	i	·	·	-2%	-0.3	11µM*	6%	·
9	Cc1ccc(-c2csc(NC(=O)COc3ccc(N(C)S(=O)(=O)c4ccc(C)cc4)cc3)n2)cc1	?	i	-20%	12%	10%	1.8	-0.4%	6%	-1%
10	CCN(CC(=O)Nc1ccc(NC(C)=O)cc1)C(=O)/C=C/c1ccc([N+](=O)[O-])cc1	12%	i	-14%	1%	3%	-2.8	-0.4%	6%	0%
11	Cc1ccc(NC(=O)CN(C)C(=O)COC(=O)COc2cc(C)cc(C)c2)cc1	1%	i	·	·	9%	-3.3	-0.5%	-16%	·
12	O=C(Cc1cccc(NC(=O)C2CCN(C(=O)C3CC3)CC2)c1)Nc1cccc(C(=O)N2CCCC2)c1	2%	i	-13%	-2%	9%	1.0	-0.6%	4%	1%
13	O=C(CCCNC(=O)c1ccc(Cl)cc1)NCc1ccccc1Cl	-23%	i	-26%	3%	4%	0.5	0.2%	-4%	2%
14	Cc1nc2ncnn2c(C)c1CCC(=O)NC(C)CCc1ccco1 (centres undefined)	1%	·	7%	-12%	-1%	-5.4	0.1%	-3%	1%
15	CC(=O)Nc1ccc(NC(=O)c2c(C)nn(-c3ccccc3)c2-n2cccc2)cc1	-7%	·	-16%	-5%	·	·	6.2%	·	·
16	COc1ccc(NC(=O)CSc2nc3ccccc3c3nc4ccccc4n23)cc1	-16%	i	-28%	?	-5%	1.9	-0.7%	17%	0%
17	CCn1cc(C(=O)NCC(=O)NCCCN2CCOCC2)c(=O)c2cc3c(cc21)OCO3	1%	i	8%	3%	5%	-0.7	-0.1%	0%	2%
18	O=C(CSc1nnc(-c2ccncc2)o1)Nc1cccc(Cl)c1	-5%	i	0%	-1%	10%	-1.6	0.1%	-5%	2%
19	COc1cccc(NC(=S)N2CCN(Cc3ccccc3)CC2)c1	-10%	i	11%	?	-2%	0.4	2.2%	8%	0%
20	Cc1oc2ncnc(N3CCCCC3)c2c1C(=O)Nc1cccc(Cl)c1C	-19%	·	7%	-1%	·	·	-0.1%	·	·

# Part of the list above, with values under each structure.
# Screens in order – TGFb inhibitor, Akt phos inh, Nrf2 block, A549 tox, EPAC2 ag, CCT chaperon mod, Nrf2 ARE act, EPAC2 antag, Mm-Cpn inhibitor
7. Cc1cnc(NC(=O)c2cc3c(C)nn(-c4ccccc4)c3s2)s1
 : -8%, i, ·, 17%, -5%, -1.7, 3.3%, -2%, -1%
11. Cc1ccc(NC(=O)CN(C)C(=O)COC(=O)COc2cc(C)cc(C)c2)cc1
 : 1%, i, ·, ·, 9%, -3.3, -0.5%, -16%, ·
19. COc1cccc(NC(=S)N2CCN(Cc3ccccc3)CC2)c1
 : -10%, i, 11%, ?, -2%, 0.4, 2.2%, 8%, 0%
15. CC(=O)Nc1ccc(NC(=O)c2c(C)nn(-c3ccccc3)c2-n2cccc2)cc1
 : -7%, ·, -16%, -5%, ·, ·, 6.2%, ·, ·

# Continued.
entry	SMILES	TGFb inhibitor	Akt phos inh	Nrf2 block	A549 tox	EPAC2 ag	CCT chaperon mod	Nrf2 ARE act	EPAC2 antag	Mm-Cpn inhibitor
21	Cc1cc(C)nc(NC(=O)c2ccc(OC(C)C)cc2)n1	14%	i	-16%	-18%	6%	-2.6	-0.7%	0%	0%
22	Cc1ccc(S(=O)(=O)CCC(=O)NCCC2=CCCCC2)cc1	3%	i	1%	7%	10%	-1.6	-0.6%	5%	-1%
23	COc1ccc(NC(=O)CSCC(=O)N(C)Cc2c(F)cccc2Cl)cc1	?	i	-7%	1%	-4%	-4.2	-0.4%	5%	1%
24	CC(C)OCCCNC(=O)c1ccc2c(c1)ncn2C1CCCC1	-18%	i	18%	1%	3%	-0.9	-0.5%	3%	0%
25	O=C(CCc1ccccc1)Nc1ccc(NC(=O)C2CCCCC2)nc1	-12%	i	4%	2%	5%	-0.9	0.1%	2%	3%
26	CCSCc1nnc(SCC(=O)Nc2nccs2)n1CC	21%	i	-5%	3%	17%	-1.0	-0.2%	0%	4%
27	CNc1nnc(SCC(=O)c2cc(C)n(C3CC3)c2C)s1	7%	i	17%	-7%	0%	0.6	2.6%	4%	-1%
28	COC(=O)[C@]12CCCCC=C1N(Cc1ccco1)C(=O)[C@H](CC(=O)NCCCN1CCCC1=O)C2	·	i	·	·	12%	1.7	0.0%	13%	·
29	Cc1ccc(N(C(=O)c2ccc3c(c2)OCO3)C2C=CS(=O)(=O)C2)cc1C (centres undefined)	-3%	i	-2%	-5%	8%	-4.6	-0.1%	0%	-2%
30	O=C(/C=C/c1ccccc1)Nn1cnnc1	0%	i	15%	·	5%	-0.7	-0.2%	7%	-8%
31	O=C(Nc1ccc2c(c1)[C@@H]1C[C@@H](CC(=O)N3CCOCC3)O[C@@H](CO)[C@@H]1O2)NC1CCCC1	1%	i	·	·	1%	1.0	0.1%	14%	·
32	O=C(CSc1nnnn1-c1ccc(F)cc1)NC1CCCCC1	-6%	i	-16%	-10%	-3%	-2.2	0.2%	-1%	1%
33	N#C/C(=C(/O)COC(=O)c1ccccc1O)c1nc2ccccc2s1	12%	i	?	-18%	-9%	-0.3	4.5%	4%	-4%
34	O=C(c1ccc(=O)[nH]n1)N1CCN(S(=O)(=O)c2ccccc2F)CC1	-14%	i	6%	-1%	9%	-4.1	0.4%	4%	-28%
35	O=C(NCc1ccc(Cl)c(Cl)c1)c1cc(C2CCCCN2C(=O)CCc2ccccc2)on1 (centres undefined)	-24%	i	·	·	6%	-1.2	3.0%	-9%	·
36	CCCN1CCN(CCCNC(=O)c2ccc(CS(=O)c3ccccc3C)o2)CC1 (centres undefined)	1%	i	26%	9%	11%	-3.1	-0.8%	-2%	0%
37	COc1ccc(-c2nc(CSCC(=O)NCC3CCCO3)c(C)o2)cc1OC (centres undefined)	3%	i	-21%	·	8%	-1.0	-0.1%	2%	-2%
38	Cc1cccc(N2CC(C(=O)Nc3nnc(SCC(=O)N4CCOCC4)s3)CC2=O)c1 (centres undefined)	-10%	i	1%	4%	5%	-5.6	-0.5%	-3%	-1%
39	CCOC(=O)C/C(C)=N/NC(=O)CNc1cccc(Cl)c1C	?	i	-11%	8%	-4%	-0.6	-0.4%	-7%	0%
40	Cc1ccc(C(=O)C2=C(O)C(=O)N(Cc3cccnc3)C2c2cccc(Oc3ccccc3)c2)o1 (centres undefined)	1%	i	-23%	-11%	3%	0.9	0.0%	-3%	·
41	COc1ccc(C2C(C(=O)Nc3cccc(C)n3)c3ccccc3C(=O)N2C)cc1 (centres undefined)	-6%	-110%*	-17%	9%	5%	-3.1	-0.9%	-4%	1%
42	CCn1cc(CN2CCC(n3nccc3NC(=O)CCOc3ccccc3)CC2)c(C)n1	-1%	i	-11%	1%	5%	0.6	0.3%	4%	3%
43	CCn1c(-c2cccn(Cc3ccc(Cl)cc3Cl)c2=O)n[nH]c1=S	5%	i	?	-7%	2%	-5.8	-0.1%	2%	-17%
44	COc1ccccc1NC(=O)c1ccc2c(O)c(S(=O)(=O)c3ccccc3)c(=O)[nH]c2c1	8%	i	15%	1%	-8%	-13	-1.1%	3%	-3%
45	C/C(N)=C(/C#N)C(=O)COC(=O)c1cccc2ccccc12	11%	i	-24%	-9%	7%	-0.4	5.5%	-8%	0%
46	O=S1(=O)CCN2C(c3cccc4ccccc34)=CSC2=N1	10%	i	11%	1%	9%	-2.5	-0.2%	1%	0%
47	O=C(Nc1ccc2nn(-c3ccccc3)nc2c1)c1cccs1	?	i	3%	-8%	7%	-4.2	3.8%	10%	-3%
48	COc1cc(C(=O)n2nc(C)cc2C)ccc1O	-6%	i	-1%	-1%	1%	0.5	1.8%	3%	1%
49	COc1ccc(S(=O)(=O)NCc2ccccn2)cc1NC(=O)c1ccccc1	-4%	i	?	3%	4%	2.2	-0.7%	-6%	-1%
50	CNC(=O)CC(C(=O)O)c1ccc(OC(C)C)cc1 (centres undefined)	6%	i	6%	0%	5%	0.0	-0.8%	1%	0%
51	Cc1cc(Oc2ccccc2)nc(NCc2ccccc2)n1	7%	i	2%	0%	2%	-3.0	2.2%	-3%	0%
52	O=c1c2ccccc2[nH]c(=S)n1Cc1ccccc1Cl	-34%	i	0%	-9%	-4%	0.2	-1.2%	3%	-4%
53	COc1cccc(NC(=O)CN(C)C(=O)Cc2n[nH]c(=O)c3ccccc23)c1	1%	i	-20%	3%	10%	1.7	-0.2%	13%	0%
54	COC(=O)CS(=O)(=O)c1ccc2c(c1)CC(=O)N2	17%	i	·	2%	7%	-0.7	0.3%	4%	-2%
